# High-throughput results (PubChem)
# Avidin fluor: avidin bead compound fluorescence profile. hit rate 0.38% among 220,000. fluorescence (KMESF) at 10 µM. AID 1775. Avidin beads, compound fluorescence 488/530 nm, flow cytometry; active compounds read high; in the data active means fluorescence above about 47; further: inactives centre near 10
# Rab7 wt modul: alters GTP binding to wildtype dog Rab7 | GST-Rab7 beads, fluorescent GTP binding, flow cytometry; actives lie on both sides; untreated = 100%, excess cold GTP = 0% | GTP binding activity (percent of control), % at 10 µM | hit rate 0.055% among 190,000 | AID 758;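 active means fluorescent GTP binding to Rab7 beads changed by at least 20 points from the 100% baseline, either direction, mostly lower; inconclusive means compound itself probably fluorescent, or too few beads counted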;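 further: median green fluorescence of bound Bodipy-FL-GTP per Rab7 bead population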
# ABCB1 block: human ABCB1 inhibition, ABCG2 as counter-screen; CCRF-Adr cells, JC-1 efflux, flow cytometry; hit rate 0.067% among 190,000; P08183; AID 1326; inhibition, % at 6.6 µM; in the data active means inhibition above about 40%;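 further: 0% = vehicle and 100% = reference inhibitor; higher value means more JC-1 retained so stronger ABCB1 efflux block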
# Mcl1-Noxa inh: disrupts binding of human Mcl-1 to Noxa peptide. Q07820. inhibition, % at 21.7 µM. hit rate 1.5% among 220,000. TR-FRET Mcl-1/Noxa peptide binding, 2 h;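 active means compounds that cut the protein-peptide binding signal by more than 50% relative to plate controls in a single-dose test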;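 further: His-tagged Mcl-1 with rhodamine Noxa BH3 peptide and terbium anti-His antibody; 0% = Mcl-1 plus Noxa peptide wells and 100% = peptide-only wells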
# ABCG2 inh: human ABCG2 inhibition, ABCB1 as counter-screen. Q9UNQ0. IgMXP3 cells, JC-1 efflux, flow cytometry. inhibition, % at 6.6 µM. hit rate 0.1% among 190,000. AID 1325;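 active means inhibition above 80%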;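 further: 0% = DMSO and 100% = nicardipine control wells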
# Target sequence (Q9UNQ0 whole entry, looked up): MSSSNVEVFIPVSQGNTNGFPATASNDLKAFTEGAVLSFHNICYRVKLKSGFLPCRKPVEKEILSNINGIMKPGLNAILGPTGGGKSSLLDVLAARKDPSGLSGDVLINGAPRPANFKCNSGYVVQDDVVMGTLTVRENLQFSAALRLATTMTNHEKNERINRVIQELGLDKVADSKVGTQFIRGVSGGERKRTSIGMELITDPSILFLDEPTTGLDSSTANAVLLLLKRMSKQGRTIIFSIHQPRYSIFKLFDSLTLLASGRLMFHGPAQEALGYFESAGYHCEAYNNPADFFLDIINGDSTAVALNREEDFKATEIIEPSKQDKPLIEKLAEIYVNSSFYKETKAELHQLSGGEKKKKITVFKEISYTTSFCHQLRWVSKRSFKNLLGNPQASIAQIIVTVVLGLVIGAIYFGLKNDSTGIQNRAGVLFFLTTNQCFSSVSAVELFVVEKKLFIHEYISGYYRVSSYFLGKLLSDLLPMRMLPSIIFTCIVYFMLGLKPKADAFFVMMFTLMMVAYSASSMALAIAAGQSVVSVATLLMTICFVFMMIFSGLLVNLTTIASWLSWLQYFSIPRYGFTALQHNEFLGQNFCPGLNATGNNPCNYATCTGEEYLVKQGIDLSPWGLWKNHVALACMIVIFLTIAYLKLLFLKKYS
#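 Incubation: cells with compound and JC-1, 10 min at 25 °C, rotating, no wash / Test system: IgMXP3 (ABCG2) plus far-red-tagged CCRF-Adr (ABCB1) cells / Compound dosing: one concentration, 6.6 µM final / Also added: JC-1 fluorescent substrate / Evaluation: efflux inhibition in percent versus controls / Detection: flow cytometry, 530 nm JC-1 signal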
# HRas wt GTP bind: changes GTP binding to wildtype human HRas | P01112 | GST-Ras wt beads, Bodipy-FL-GTP binding, flow cytometry; actives lie on both sides | GTP binding activity, % at 10 µM | hit rate 0.14% among 190,000 | AID 759;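 active means GTP binding activity at least 20% away from the 100% baseline, either lowered as inhibitor or raised as activator; inconclusive means flagged as likely green fluorescent, judged across all proteins in the well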;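 further: 0% = unlabeled GTP competition control and 100% = no-compound control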
# Target sequence (P01112 whole entry, looked up): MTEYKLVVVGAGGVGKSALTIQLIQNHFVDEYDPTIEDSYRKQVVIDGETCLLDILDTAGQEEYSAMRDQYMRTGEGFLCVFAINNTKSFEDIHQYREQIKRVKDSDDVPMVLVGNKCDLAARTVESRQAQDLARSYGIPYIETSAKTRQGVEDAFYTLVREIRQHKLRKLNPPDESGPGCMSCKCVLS
# Rac1 wt GTP bind: alters GTP binding to wildtype human Rac1. P63000. GST-Rac1 beads, fluorescent GTP binding, flow cytometry; actives lie on both sides; 0 = cold GTP competed, 100 = untreated. GTP binding activity (% of control), % at 10 µM. hit rate 0.27% among 190,000. AID 757;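 active means GTP binding activity at least 20 points away from the 100% control level, either lower or higher; inconclusive means compound flagged as likely green fluorescent, judged across all proteins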
# Rab2 wt GTP: changes GTP binding to wildtype dog Rab2A, up or down | GST-Rab2 wt beads, Bodipy-GTP binding, flow cytometry | GTP binding activity, % at 10 µM | hit rate 0.19% among 190,000 | P61105;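 active means GTP binding activity at least 20 points away from 100%, either lowered or raised; inconclusive means signal likely due to the compound's own green fluorescence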;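 further: 0% = beads with excess unlabeled GTP and 100% = no-compound control corrected for plate trend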
# Cdc42 wt GTP: changes GTP binding to wildtype human Cdc42; P60953; GST-Cdc42 beads, Bodipy-GTP binding, flow cytometry; actives lie on both sides; percent activity (GTP binding), % at 10 µM; hit rate 0.2% among 190,000;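 active means percent activity GTP binding at least 20 points away from the 100% baseline, either down as inhibitor or up as activator; inconclusive means compound flagged as likely green fluorescent from well-wide comparison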;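 further: median bead fluorescence of bound Bodipy-FL-GTP at 100 nM; 0% = excess unlabeled GTP control and 100% = no compound control; below 100% means less GTP binding so inhibitor and above means activator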
# Target sequence (P60953 whole entry, looked up): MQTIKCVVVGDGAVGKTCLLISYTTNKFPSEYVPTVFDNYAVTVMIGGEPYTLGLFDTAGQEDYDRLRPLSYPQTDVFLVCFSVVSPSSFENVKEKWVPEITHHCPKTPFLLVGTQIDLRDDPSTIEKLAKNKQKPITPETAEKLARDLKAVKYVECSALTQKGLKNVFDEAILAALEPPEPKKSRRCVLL
# Pf gametocyte: kills late stage P. falciparum gametocytes; P. falciparum stage V gametocytes, ATP luminescence, 24 h; inhibition, % at 10.9 µM; hit rate 0.065% among 150,000;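 active means inhibition above the mean plus 3 SD of compounds within the control limits, set per campaign, cut at about 38% in these data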;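 further: 0% = DMSO wells and 100% = medium only without gametocytes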
# Rac1 mut GTP: modulators of GTP binding to human Rac1 activated mutant; GST-Rac1 activated beads, fluorescent GTP binding, flow cytometry; actives lie on both sides; 100% means binding = to untreated wells; percent activity (GTP binding), % at 10 µM; hit rate 0.11% among 190,000; AID 764;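 active means GTP binding at least 20 percentage points away from the 100% baseline, in either direction, so actives lie on both sides; inconclusive means Compound likely fluorescent itself, or too few beads counted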
# The depositor's hits bear a star; ? = inconclusive; · = no result given.
Structure	Avidin fluor	Rab7 wt modul	ABCB1 block	Mcl1-Noxa inh	ABCG2 inh	HRas wt GTP bind	Rac1 wt GTP bind	Rab2 wt GTP	Cdc42 wt GTP	Pf gametocyte	Rac1 mut GTP
O=C1C=C(NCCOC23CC4CC(CC(C4)C2)C3)C2(CCCCC2)O1	11	105.0	2.0	-9.0	8.0	100.0	102.0	101.0	100.0	0.3	98.0
CCS(=O)(=O)Nc1cc(C(=O)OC)ccc1C(=O)OC	12	98.0	0.1	34.6	0.4	100.0	100.0	100.0	99.0	-40.9	99.0
CC(NC(=O)c1cccnc1)C(c1cccs1)N1CCN(C)CC1 (centres undefined)	6	96.0	0.1	-5.7	0.3	101.0	102.0	102.0	103.0	·	98.0
CC(C)(C)C(=O)N1CCc2cc(-c3csc(N)n3)ccc21	10	98.0	0.3	17.9	2.4	99.0	98.0	101.0	101.0	·	99.0
CCOC(=O)N1CCc2c(sc(NC(=O)c3ccc(S(=O)(=O)N4CCCC4)cc3)c2C#N)C1	20	97.0	0.8	35.6	6.2	101.0	102.0	99.0	101.0	·	100.0
CC1=C(C(=O)Nc2ccccc2)C(c2ccco2)C(C#N)=C(SCC(N)=O)N1 (centres undefined)	17	102.0	0.8	5.4	3.3	106.0	105.0	104.0	106.0	23.1	98.0
Cc1nc2c(C)cccn2c1/C(O)=C1\C(=O)C(=O)N(CCN2CCOCC2)C1c1ccncc1 (centres undefined)	33	103.0	0.6	15.6	2.1	103.0	105.0	106.0	106.0	·	103.0
Cc1ccc2nc3c(cc(C(=O)NCc4ccco4)c(=N)n3Cc3ccco3)c(=O)n2c1	10	96.0	0.5	21.8	0.4	95.0	96.0	94.0	93.0	14.3	94.0
N#Cc1ccc2ccn(CC(=O)NCc3ccccc3)c2c1	18	103.0	0.8	-0.3	7.3	100.0	99.0	102.0	99.0	·	99.0
COc1ccc(CCNC(=O)CSc2ccsc2[N+](=O)[O-])c(OC)c1	11	?	-0.1	17.3	3.0	?	?	?	?	-28.3	?
CCOC(=O)c1[nH]c(C)c(C(=O)NC(C)(C)C)c1C	12	100.0	0.1	5.0	1.4	107.0	107.0	110.0	110.0	·	105.0
CCOc1ccc2[nH]c(=O)c(CN(CCO)C(c3nnnn3C3CCCCC3)C(C)C)cc2c1 (centres undefined)	27	99.0	0.2	5.8	2.4	98.0	99.0	96.0	98.0	14.3	98.0
CC(C)NC(=O)c1cc(-c2cccs2)on1	9	99.0	0.7	10.3	6.8	102.0	106.0	99.0	105.0	16.3	98.0
O=C(c1c[nH]c2ccccc12)C(O)C(c1ccccc1)N1CCOCC1 (centres undefined)	6	96.0	0.7	-27.4	4.9	100.0	97.0	97.0	97.0	-1.9	96.0
Cc1cc(C(=O)N/N=C2\CCCc3ccccc32)c(C)o1	26	97.0	0.6	-9.5	39.7	99.0	102.0	98.0	101.0	-4.1	99.0
N#CC(C#N)=Cc1ccc(OC(=O)c2ccccn2)cc1	9	97.0	0.1	38.6	4.6	95.0	99.0	95.0	96.0	-6.5	96.0
Cc1ccc(C(=O)COC(=O)c2ccc(-c3cnc4ccccc4n3)cc2)cc1C	8	96.0	0.4	-47.6	7.3	95.0	100.0	93.0	99.0	-27.4	95.0
N#C/C(=C\c1ccccn1)c1nc2ccccc2s1	12	95.0	0.5	19.1	1.6	95.0	95.0	96.0	97.0	19.9	94.0
CS(=O)(=O)N1CCN(c2ccccc2F)CC1	8	97.0	0.0	5.2	2.2	99.0	102.0	99.0	102.0	·	96.0
Cc1ccc(-c2nc(CS(=O)(=O)CC(=O)N3CC(C)CC(C)C3)c(C)o2)cc1 (centres undefined)	6	97.0	0.1	22.1	-0.8	96.0	97.0	97.0	97.0	·	95.0
CC(=O)N1CCCc2cc(S(=O)(=O)N3CCc4ccccc4C3)ccc21	14	101.0	0.0	-24.3	0.1	106.0	107.0	108.0	106.0	·	99.0
Cc1[nH]c(=O)[nH]c(=O)c1/C=N\NC(=O)CCc1ccc(OC(C)C)cc1	9	102.0	0.3	15.3	0.9	102.0	102.0	101.0	100.0	·	97.0
Cn1c(CC(=O)Nc2ccc(Cl)c(Cl)c2)nnc1SCC(=O)N1CCN(c2ccccc2)CC1	12	99.0	0.5	16.6	1.9	99.0	97.0	100.0	100.0	·	96.0
COc1ccc(NS(=O)(=O)c2ccc(Oc3ncccn3)cc2)cc1	13	101.0	0.9	5.3	4.0	97.0	100.0	100.0	96.0	·	95.0
COc1cc(/C=N\NC(=O)c2sc(N)nc2C)cc(OC)c1OC	12	?	-0.2	2.1	1.6	?	?	?	?	·	?
CN1CCN(C(=O)c2ccc(S(=O)(=O)c3ccc(Br)cc3)cc2)CC1	13	103.0	0.8	-2.0	1.7	103.0	103.0	101.0	99.0	11.7	98.0
COCCOC(=O)c1[nH]c2c(c1C)C(=O)CC(c1cc(OC)ccc1OC)C2 (centres undefined)	9	100.0	-2.5	8.4	-1.3	100.0	107.0	100.0	105.0	·	100.0
N#Cc1ccccc1CSc1nc2ccc(NC(=O)c3ccccc3C(=O)O)cc2s1	10	101.0	-0.2	33.2	-0.8	97.0	97.0	98.0	96.0	-4.5	96.0
Cc1cc(C(=O)Nc2c(C)n(C)n(-c3ccccc3)c2=O)on1	10	105.0	-2.1	16.8	-1.3	104.0	108.0	99.0	104.0	·	100.0
CCc1cc(C(=O)OC)c(NC(=O)CC2Sc3ccc(C(F)(F)F)cc3NC2=O)s1 (centres undefined)	14	97.0	-0.2	-5.8	-1.7	101.0	103.0	101.0	103.0	-13.6	102.0
CSc1ccc(NC(=O)Nc2cccn(Cc3ccccc3)c2=O)cc1	21	99.0	0.8	-9.8	2.7	94.0	93.0	95.0	95.0	5.0	92.0
Cc1cc(C)c2c(=O)c3c(oc2c1)C(=O)N(CCO)C3c1cccc(O)c1 (centres undefined)	8	98.0	0.6	11.5	4.8	107.0	105.0	107.0	108.0	·	102.0
COCc1cc(C)nc(OCC(=O)N/N=C/c2ccc(OC)c(O)c2)c1C#N	10	102.0	0.6	6.8	16.6	101.0	102.0	101.0	102.0	·	99.0
CCCS(=O)(=O)N1CCN=C1SCc1ccc(C)cc1	10	97.0	0.0	3.9	1.1	97.0	101.0	97.0	97.0	13.8	98.0
Nc1ccccc1Nc1ccc([N+](=O)[O-])cc1[N+](=O)[O-]	8	92.0	0.1	-6.1	1.3	98.0	103.0	99.0	104.0	15.9	100.0
CC1(C(=O)OCC(=O)Nc2ccccc2Cl)CC1(Cl)Cl (centres undefined)	12	90.0	0.5	-10.9	9.2	94.0	95.0	94.0	95.0	10.9	94.0
O=C(O)c1sc2cc(C(F)(F)F)cnc2c1-c1cccs1	9	101.0	-0.4	13.7	-0.3	90.0	93.0	92.0	88.0	-13.4	88.0
CCOc1ccccc1NC1=C(Cl)C(=O)N(c2ccc(OC)cc2)C1=O	2	98.0	1.1	6.5	10.6	101.0	104.0	100.0	102.0	·	101.0
COC(=O)CN1C2(C#N)CCCCC2CC2CCCCC21C#N (centres undefined)	15	99.0	0.0	16.9	0.2	105.0	106.0	106.0	108.0	5.0	103.0
O=C(Nc1nc(COc2ccccc2)cs1)C1CCC1	8	96.0	1.3	2.7	3.6	99.0	102.0	101.0	100.0	·	100.0
Cc1ccc(N2CCN(c3ccc(C)cc3)C2c2ccccn2)cc1	8	98.0	0.2	5.2	1.7	101.0	107.0	103.0	105.0	-0.3	100.0
O=C1CCC(=O)N1c1nc2nc(-c3ccccc3)cc(=O)n2[nH]1	9	102.0	-0.1	22.9	-0.1	102.0	105.0	102.0	102.0	·	100.0
Cc1cc(NC(=O)CSc2ccc(-c3ccc(F)cc3)nn2)no1	12	100.0	0.0	0.4	9.6	100.0	101.0	97.0	103.0	23.6	97.0
Cc1cccc(C)c1OCC(O)CNS(=O)(=O)c1ccccc1C(=O)N1CCOCC1 (centres undefined)	22	100.0	1.1	-8.0	1.8	103.0	107.0	101.0	106.0	10.8	101.0
O=C(NC(=S)NNS(=O)(=O)c1ccccc1)c1ccccc1[N+](=O)[O-]	19	99.0	-0.2	-36.9	-2.2	103.0	101.0	101.0	102.0	-19.7	100.0
CC(OC(=O)c1cccs1)C(=O)NCc1ccco1 (centres undefined)	9	100.0	0.2	14.8	1.1	104.0	104.0	102.0	105.0	-7.1	100.0
COc1ccc2sc(N3C(=O)C4CC=C(C)CC4C3=O)nc2c1 (centres undefined)	14	99.0	-1.4	6.7	3.6	100.0	105.0	96.0	100.0	·	100.0
CCc1c(C(=O)NC2CCCC2)csc1C	8	100.0	0.8	0.8	4.0	106.0	104.0	103.0	105.0	·	102.0
N#Cc1cccc(-c2nnc(SCc3ccccc3C#N)o2)c1	6	102.0	-2.5	-0.5	-1.9	102.0	104.0	103.0	102.0	-3.3	99.0
C=CCOc1ccc(Br)cc1/C=N/O	11	102.0	0.2	11.0	0.3	102.0	101.0	101.0	99.0	·	98.0
CCOC(=O)N1CCN(C(=O)CSc2ccc(-c3ccccc3)nn2)CC1	6	96.0	1.1	7.4	4.5	98.0	102.0	96.0	98.0	-0.5	96.0
N#Cc1cn(Cc2ccccc2)c(=O)[nH]c1=O	9	103.0	0.7	1.1	3.5	98.0	97.0	99.0	98.0	-15.3	97.0
COCC(C)NC(=O)C1CC(c2cccc(Br)c2)=NO1 (centres undefined)	16	98.0	0.6	-3.6	2.7	98.0	96.0	98.0	97.0	·	96.0
Cn1c(=O)c(C(=O)CSc2nnc(Nc3ccccc3)s2)c(N)n(Cc2ccccc2)c1=O	6	99.0	-0.6	70.3*	-2.9	99.0	105.0	100.0	102.0	-15.1	97.0
Cc1cc(C)n(-c2nnc(N3CCN(c4ccc(F)cc4)CC3)nn2)n1	11	93.0	0.5	13.7	4.7	94.0	95.0	92.0	95.0	4.8	93.0
CCOC(=O)c1c(/N=C/N(C)C)sc(C)c1C	45	103.0	1.5	-6.3	11.7	99.0	97.0	100.0	98.0	-3.4	99.0
